# Pf growth 96h = inhibits malaria parasite growth, 96 h; Potency, µM (series often up to 28.7 µM), without a hit: at the top dose activity change, negative = inhibition, hits mostly inhibitors; actives 6.9% (n = 320,000); P. falciparum luciferase reporter growth, 96 h; AID 504834; note: potency is the fitted concentration of half-maximal effect; % is set by controls: 0 for no effect and ±100 for the full control effect
#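 Two parasite generations (96 h, 37 C, 5% CO2) of compound exposure in infected erythrocytes (0.05% parasitemia, 2% hematocrit). Luciferase-reporter P. falciparum; decreased luminescence indicates inhibited growth, aimed at apicoplast-acting delayed death.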
# LmPK inh = inhibitors of Leishmania mexicana pyruvate kinase; Potency, µM (series often up to 57.5 µM), for the others: top-dose activity change, negative = inhibition, usual class: inhibitors; AID 1721; Q27686; actives 0.37% (n = 290,000); purified LmPK, Kinase-Glo ATP luminescence, 1 h; note: potency is the fitted concentration of half-maximal effect; % is set by controls: 0 for no effect and ±100 for the full control effect
# Target sequence (Q27686 whole entry, looked up): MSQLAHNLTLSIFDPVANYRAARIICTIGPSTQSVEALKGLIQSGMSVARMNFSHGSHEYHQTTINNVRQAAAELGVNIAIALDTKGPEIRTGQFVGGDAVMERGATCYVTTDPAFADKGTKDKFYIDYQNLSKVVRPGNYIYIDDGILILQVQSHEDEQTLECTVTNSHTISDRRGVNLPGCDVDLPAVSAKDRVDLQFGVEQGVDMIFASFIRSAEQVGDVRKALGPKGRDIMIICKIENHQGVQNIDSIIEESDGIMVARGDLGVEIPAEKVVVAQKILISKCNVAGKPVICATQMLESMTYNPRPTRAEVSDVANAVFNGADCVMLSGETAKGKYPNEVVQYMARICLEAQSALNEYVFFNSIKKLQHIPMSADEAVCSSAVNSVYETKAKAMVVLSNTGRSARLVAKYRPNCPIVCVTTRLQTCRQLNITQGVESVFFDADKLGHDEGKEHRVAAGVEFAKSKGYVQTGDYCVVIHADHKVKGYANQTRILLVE
#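 Pyruvate kinase activity monitored as ATP production (luciferase luminescence). Conditions: 0.1 nM enzyme, 0.5 mM PEP, 0.1 mM ADP, 1 h, RT; normalized against uninhibited and no-enzyme wells.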
# AMA1-RON2 inh = inhibitors of Plasmodium falciparum AMA1-RON2 interaction | Potency, µM (series often up to 58.2 µM), inactives show top-dose activity change, negative = inhibition, usual class: inhibitors | AlphaScreen AMA1-biotinylated RON2 peptide binding | actives 0.2% (n = 360,000);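 note: potency is the fitted concentration of half-maximal effect; 0% = vehicle wells and -100% = peptide control; nearly all actives have a fitted effect of over 45% in size; some results filed as inactive show a strong effect at the top dose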
#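 AMA1 (3D7) with his tag at 25 nM final met compounds first, then biotinylated RON2 peptide at 25 nM; detection used donor plus acceptor beads, 10 µg/mL apiece, read by AlphaScreen after 30 min at room temperature.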
# Shiga toxin inh = inhibitors of Shiga toxin in Vero cells; Vero cells, Shiga toxin protein synthesis inhibition reporter; actives 9.2% (n = 290,000); inhibition, % at 38.7 µM; AID 2315; in the data active = inhibition mostly above about 28%, no sharp cut-off; inactive = mostly below about 43%; note: 0% is about no effect
# Pf growth 48h = inhibits P. falciparum growth in the first generation, 48 h; Potency, µM (doses to about 28.7 µM), inactives show at the top dose activity change, negative = inhibition, hits mostly inhibitors; actives 5.9% (n = 310,000); P. falciparum luciferase growth in erythrocytes, 48 h; AID 504832; note: potency is the fitted concentration of half-maximal effect; % is set by controls: 0 for no effect and ±100 for the full control effect
#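 In quantitative HTS format, infected erythrocytes bearing luciferase-reporter parasites were treated for a single generation at 37 C. Luminescence after adding detection reagent served as the growth measure.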
# Tb PYK inh = inhibitors of Trypanosoma brucei pyruvate kinase. AID 624173. Potency, µM (top dose mostly 76.8 µM), for inactives: at the highest dose activity, negative = inhibition, usual class: inhibitors. TbPYK enzyme, Kinase-Glo Plus ATP luminescence, 45 min. actives 0.12% (n = 410,000); note: potency is the fitted concentration of half-maximal effect; % is set by controls: 0 for no effect and ±100 for the full control effect; nearly all actives have a fitted effect of over 50% in size
#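 TbPYK + substrate in 50 mM TEA pH 7.2, 100 mM KCl, 10 mM MgCl2, 0.05% BSA, 0.01% Tween-20; cpd pinned; ADP 130 uM final; 45 min RT; Kinase-Glo Plus 10 min; luminescence endpoint.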
# Cycloheximide cs = counter-screen hit for Shiga toxin inhibitors, cycloheximide | cell reporter, cycloheximide protein synthesis inhibition counterscreen | actives 12% (n = 300,000) | max response, % | AID 2314; in the data active = max response mostly above about 13%, no sharp cut-off; inactive = mostly below about 14%; note: read at 38.3 µM for the half of the compounds with a filed dose; 0% is about no effect
# Starred values were filed as active, the others as inactive; ? = inconclusive; nt = no result given; [ ] = dose if it differs, or a comment. Unless noted, calls come from the whole dose curve; as a rule, active = well fitted curve in the direction sought with a large enough effect; inconclusive = small, poorly fitted or top-dose-only effect, or another doubt; inactive = no such curve, though single readings can be large; an effect the other way counts as inactive or inconclusive. An unsorted share of the library; about 21% have a hit in one of these screens.
SMILES,Pf growth 96h,LmPK inh,AMA1-RON2 inh,Shiga toxin inh,Pf growth 48h,Tb PYK inh,Cycloheximide cs
Cc1n[nH]c(C)c1Sc1ccccc1[N+](=O)[O-],0%,-1%,18%,43,80%[activator],-4%,34
Cc1ccc(C(=O)Nc2cc(C)nn2CCC#N)cc1,34%[activator],1%,5%,-11,29%,-7%,12
COCCOc1ccc(C(F)(F)F)cc1NC(=O)c1ccc(C(F)(F)F)cc1,?,-4%,-3%,-4,1%,-6%,-1
CCc1cccc(CC)c1NC(=O)/C(C#N)=C/c1ccccc1C(F)(F)F,?,0%,-6%,-6,-25%,-10%,-9
CN(C)c1nc(N)nc(CSc2nnnn2-c2ccc(C(=O)O)cc2)n1,nt,3%,-5%,-2,-1%,5%,-1
Cc1occc1C(=O)Nc1cccc([N+](=O)[O-])c1,18%,-11%,-6%,17,65%[activator],-19%,-2
O=C(CSc1ccccn1)Nc1nncs1,20%,0%,-16%,11,7%,3%,-1
Fc1ccc(-c2nc3n(n2)Cc2ccccc2-3)cc1,nt,3.5µM*,-8%,66*,42%[activator],-11%,42*
CCC(C(=O)N1CCN(c2ncccn2)CC1)c1ccccc1 (configuration not stated),0%,3%,0%,15,117%[activator],-26%,26*
CCC(NC(=O)Nc1ncccc1C)(C(F)(F)F)C(F)(F)F,11%,3%,2%,37,6%,2%,-2
Cc1cc(C(=O)COc2ccc([N+](=O)[O-])cc2)c(C)n1C1CC1,?,7%,-18%,36*,-30%,-3%,16*
Cc1nc2ccccc2nc1OCC(=O)N1CCN(c2ccccc2)CC1,-16%,-4%,-9%,-7,?,-3%,-3

# Only Pf growth 96h and Tb PYK inh (3 entries from above):
structure | Pf growth 96h | Tb PYK inh
CCC(C(=O)N1CCN(c2ncccn2)CC1)c1ccccc1 (configuration not stated) | 0% | -26%
O=C(CSc1ccccn1)Nc1nncs1 | 20% | 3%
COCCOc1ccc(C(F)(F)F)cc1NC(=O)c1ccc(C(F)(F)F)cc1 | ? | -6%

# Next section
SMILES,Pf growth 96h,LmPK inh,AMA1-RON2 inh,Shiga toxin inh,Pf growth 48h,Tb PYK inh,Cycloheximide cs
CCOC(=O)C1C(C(=O)OCC)C1(c1ccccc1)c1ccccc1 (configuration not stated),3%,0%,13%,8,?,1%,-3
Cc1ccc(C(=O)Nc2ccccc2C(=O)N2CCOCC2)cc1[N+](=O)[O-],0%,-3%,13%[2.32 µM],-4,22%,1%,5
COc1ccccc1CNC(=O)[C@@H]1CCCN1C(=O)[C@@H]1Cc2ccccc2CN1C(=O)OC(C)(C)C,?,7%,6%,-9,?,4%,9
C[C@@H]1NC(=O)[C@H](CCC(=O)O)NC(=O)c2cc([N+](=O)[O-])cc(F)c2NCCC[C@@H](C(N)=O)NC1=O,-2%,1%,-1%,-13,2%,5%,-4
Cc1ccccc1[C@@]1(C)ON(c2ccccc2C(F)(F)F)C1=O,1µM*,nt,41%[activator],nt,1.7µM*,-2%,nt
O=C(COc1ccc(Cl)cc1Cl)NNC(=O)c1cccnc1,14%,0%,62%[activator],26,?,0%,14
O=C(Nc1ccccc1)N1CCN(c2nc(-c3ccccc3)ns2)CC1,-19%,3%,-4%,44,?,3%,10
CCc1nc2ccccc2n(CCOCCOCCn2c(=O)c(CC)nc3ccccc32)c1=O,?,0%,7%,-7,-9%,3%,-9
O=C(Cc1c[nH]c2ccccc12)N/N=C/c1ccccc1O,-20%,5%,96%[activator],7,?,-3%,1
CC(C)C(=O)Nc1nc2c(ncn2C2CC(O)C(CO)O2)c(=O)[nH]1 (configuration not stated),131%[activator],5%,7%,-8,nt,3%,-7
COc1ccccc1N=Nc1nc(-c2ccccc2)c(-c2ccccc2)[nH]1,2.3µM*,-3%,35µM*,-1,13%,-4%,12*
CN(c1ccccc1)S(=O)(=O)c1ccc(C(=O)NCC2CCCO2)cc1 (configuration not stated),27%,0%,-9%,-9,nt,-3%,-1
Cn1c(=O)oc2cc(S(=O)(=O)N3CCC(N4CCCCC4)CC3)ccc21,-5%,-5%,1%,-3,37%[activator],1%,-2
C/C(=N\NC(=S)Nc1cccc(C)c1)c1cccc(N)c1,24%,-1%,62%[activator],34,?,-10%,17
NC(=S)N/N=C/c1coc2ccc(Cl)cc2c1=O,24%,-3%,60%[activator],21,13%,-8%,-4
N#Cc1ccccc1S(=O)(=O)N1CCN(c2cnccn2)CC1,-20%,2%,-3%,-19,0%,-5%,-7
O=C(CCCNS(=O)(=O)c1cccs1)N1CCN(c2ccc(F)cc2)CC1,-3%,2%,-6%,-7,-15%,-1%,1
CC(C)c1ccc(/C=C2\C(=O)N(CCN3CCOCC3)C(=S)N2C)cc1,-1%,2%,0%,-7,-7%,-1%,22
O=C(NNC(=O)c1cccnc1)Nc1cccc(Cl)c1Cl,6%,4%,93%[activator],11,14%,-3%,9
Clc1ccccc1-c1nc(N/N=C/c2cccnc2)c2ccccc2n1,-63%,2%,0%,-17,?,-3%,-5
COc1ccc(N2CCN(C(=O)CCCCCn3c(=O)[nH]c4ccsc4c3=O)CC2)cc1,2%,-4%,-8%,-19,?,3%,-2
O=C(CN1CCCC1)OCCCc1ccccc1,1%,1%,-5%,-8,-1%,4%,-5
CCN(CC)C(=O)CN(c1ccc(Cl)cc1)S(=O)(=O)c1ccccc1,nt,2%,4%,-8,-17%,-4%,-3
CCOc1ccc(OCC)c(NC(=O)c2ccc(CNc3c(N4CCCC4)c(=O)c3=O)cc2)c1,?,6%,14%,-11,12µM*,-6%,-5
O=C(O)c1cc(N2CCOCC2)nc2ccccc12,8%,-1%,-15%,13,0%,2%,-2
c1ccc(OCc2nn3c(-c4n[nH]c5c4CCC5)nnc3s2)cc1,nt,-2%,-3%,21,nt,-11%,3
CC(=O)c1ccc(N(C(=O)c2csnn2)C(C(=O)NC(C)(C)C)c2cccs2)cc1 (configuration not stated),-4%,1%,1%,-11,-23%,3%,1
C1=C(c2c[nH]c3ccccc23)CCN(Cc2ccccc2)C1,-22%,2%,-13%,10,?,-1%,7
COc1cc(C(=O)OCC2CC(c3ccccc3)=NO2)cc(OC)c1OC (configuration not stated),8%,-2%,-23%,1,-14%[5.75 µM],0%,11
COc1ccc(-n2c(C)c([N+](=O)[O-])c3ccc(O)c(CN4CCCCC4)c32)cc1,nt,2%,-17%,-7,nt,0%,-3
Cc1cc(C)c2nc(C(F)(F)F)nc(NCCCN3CCOCC3)c2c1,?,1%,2%,-22,nt,-3%,14
COC(=O)[C@@H](NCc1cccc(CN([C@H](C(=O)OC)C(C)C)S(C)(=O)=O)c1)C(C)C,15µM*,-3%,14%,-1,?,0%,1
O=C(Nc1ccc(Cc2ccncc2)cc1)C1CCC(N2C(=O)C3C4C=CC(C5CC45)C3C2=O)CC1 (configuration not stated),nt,0%,-4%,-8,?,0%,-2
Cc1cc(C)c(NC(=O)CNC(=O)c2ccc3c(=O)n4c(nc3c2)CCC4)c(C)c1,?,nt,5%,nt,?,0%,nt
CC(C)(C)OC(=O)N1CCC[C@H]1c1nnc(SCc2cccc(Cl)c2)o1,-11%,-1%,18%,16,-22%,-1%,2
CC1CCCCC1NC(=O)COC(=O)c1cc(=O)c2ccccc2o1 (configuration not stated),9%,-1%,-2%,-16,-10%,-3%,-2

# Full records from above:
# C1=C(c2c[nH]c3ccccc23)CCN(Cc2ccccc2)C1 across the screens: Pf growth 96h = -22%; LmPK inh = 2%; AMA1-RON2 inh = -13%; Shiga toxin inh = 10; Pf growth 48h = ?; Tb PYK inh = -1%; Cycloheximide cs = 7
# COC(=O)[C@@H](NCc1cccc(CN([C@H](C(=O)OC)C(C)C)S(C)(=O)=O)c1)C(C)C across the screens: Pf growth 96h = 15µM*; LmPK inh = -3%; AMA1-RON2 inh = 14%; Shiga toxin inh = -1; Pf growth 48h = ?; Tb PYK inh = 0%; Cycloheximide cs = 1

# Remaining list, next part:
SMILES,Pf growth 96h,LmPK inh,AMA1-RON2 inh,Shiga toxin inh,Pf growth 48h,Tb PYK inh,Cycloheximide cs
O=C(/C=C/c1ccco1)Oc1ccc(C(=S)N2CCOCC2)cc1,-11%,18%,-10%,41,0%,-14%,35*
Cn1nc(-c2ccccc2)c(N2CCCCC2)cc1=O,-13%,-1%,-8%,6,-30%,1%,4
O=C(Nc1nnc(C(F)(F)F)s1)C1COc2ccccc2O1 (configuration not stated),-9%,-10%,2%,44*,nt,-2%,34*
O=C(CN(Cc1ccccc1)S(=O)(=O)c1ccc(F)cc1)NCc1ccccn1,?,-4%,-13%,-15,?,-5%,-6
CCCCN(C(=O)C1CSC2(C)CCC(=O)N12)c1c(N)n(CC(C)C)c(=O)[nH]c1=O (configuration not stated),-9%,nt,-7%[11.6 µM],nt,?,6%,nt
O=c1cc(-c2ccccc2)nc(SCc2ccccc2)[nH]1,12%,1%,14%,-3,11%,-11%,-2
C/C(=N\NC(=O)c1nnn(-c2nonc2N)c1-c1cccs1)c1ccncc1,-21%,0%,-3%,-17,1%,-5%,3
O=C(O)CC/C=C\CC[C@@H]1[C@@H](N2CCCCC2)[C@@H](O)C[C@@H]1OCc1ccc(-c2ccccc2)cc1,?,nt,nt,nt,?,-6%,nt
CCOc1[nH]n(-c2ccccc2)c(=O)c1C=Nc1ccccc1,3.7µM*,0%,17%,22,-1%,-3%,5
CSc1c(SCc2ccccc2)cnn(Cc2ccccc2)c1=O,9.3µM*,-4%,-10%,11,?,?,6
Cc1cc(N/C=C\c2nnnn2-c2ccc(F)cc2)no1,17%,-7%,10%,20,29%,17%,-1
c1ccc(Cn2nnnc2C(c2cccnc2)N2CCN(c3ccccc3)CC2)cc1 (configuration not stated),nt,5%,-4%,-16,13µM*,-5%,12
Cc1ccc(CCN2CCN=C2Nc2ccccc2)cc1,47%[activator],nt,24%,nt,?,5%,nt
CN(C)Cc1c(-c2ccc(Cl)cc2)nc2ccccn12,8%,0%,-3%,126*,36%[activator],-1%,45*
O=C1[C@H]2[C@@H](c3ccc(F)cc3)N3C(=O)N(c4ccc(Br)cc4)C(=O)[C@@]3(Cc3ccc(Cl)cc3)[C@H]2C(=O)N1C1CCCCC1,3.3µM*,0%,0%,8,?,-9%,-2
Cc1ccc(C(=O)C2=C(O)C(=O)N(CC3CCCO3)C2c2ccccc2F)o1 (configuration not stated),?,5%,-8%,-5,11%,0%,-6
Cc1cc(=O)[nH]c(SCCCOc2ccc3c(c2)CCC3)n1,?,4%,-2%,1,nt,-1%,7
CCn1cc(CN2CCCC(CNS(=O)(=O)c3ccc(OC)cc3)C2)cn1 (configuration not stated),-16%,0%,11%,-8,-1%,-7%,1
COc1ccc(NC(=O)c2cccnc2)c([N+](=O)[O-])c1,?,-5%,-6%,13,50%[activator],1%,16
O=C(CNC1CCCCC1)NCC1(c2ccccc2)CCCC1,39%[activator],-1%,2%,26,?,-5%,-4
CN(C)c1cc[n+](CC(=O)Nc2cccc([N+](=O)[O-])c2)cc1,?,-1%,20%,-2,?,-5%,-2
Cc1cc(C(=O)CSc2cccc[n+]2[O-])c(C)n1-c1ccc(OC(F)F)cc1,?,-3%,-11%,59*,-29%,1%,54*
